JMJD2A Tudor inh – inhibitors of human JMJD2A Tudor domain; AlphaScreen JMJD2A-Tudor / H3K4me3 peptide binding; Potency, µM (doses to about 114 µM), for the others: at the top dose activity change, negative = inhibition, hits mostly inhibitors; 4.4% of 390,000 active; AID 504339; note: % is set by controls: 0 for no effect and ±100 for the full control effect; nearly all actives have a fitted effect of over 50% in size
POLI inh – DNA polymerase iota (human) inhibition. Q9UNA4. Pol iota fluorescent replication assay, 10 min. Potency, µM (highest dose often 115 µM), without a hit: at the top dose activity, negative = inhibition, hits mostly inhibitors. 1% of 390,000 active
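Pol iota at 10 nM preincubated 15 min with compounds at room temperature; reaction started with fluorescent substrate, 50 nM final. Fluorescence read kinetically at 0 and 10 min; buffer-only wells as negative control.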
APE1 inh – blocks human APE1 abasic DNA cleavage; recombinant APE1, TAMRA/BHQ-2 abasic DNA cleavage fluorescence; Potency, µM (doses to about 65.8 µM), without a hit: top-dose activity change, negative = inhibition, most hits filed as inhibitors; 0.35% of 350,000 active;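 note: plate controls were vehicle for no effect and reference inhibitor for full effect; nearly all actives have a fitted effect of over 55% in size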
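Enzyme (0.75 nM final) and test compound are incubated 15 min at room temperature before adding 50 nM quenched THF abasic-site duplex. Cleavage dequenches TAMRA, followed at 525/598 nm over three reads one minute apart.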
POLK inh – DNA polymerase kappa (human) inhibition; Q9UBT6; purified Pol kappa, fluorescent DNA synthesis assay, 10 min; Potency, µM (series often up to 107 µM), for the others: at the highest dose activity, negative = inhibition, hits mostly inhibitors; 0.53% of 400,000 active; note: % is set by controls: 0 for no effect and ±100 for the full control effect
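50 nM final substrate added after 15 min RT preincubation of 10 nM Pol kappa with compound; fluorescence read at 0 and 10 min.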
POLB inh – inhibitors of human DNA polymerase beta | P06746 | Pol beta primer extension/strand displacement, fluorescence kinetic | Potency, µM (titrated, usually from 114 µM), without a hit: top-dose activity change, negative = inhibition, hits mostly inhibitors | 1.3% of 340,000 active; note: % is set by controls: 0 for no effect and ±100 for the full control effect
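Reaction started by 50 nM substrate onto compound-treated Pol beta (10 nM, 15 min preincubation, room temperature); plates read at 0 min and 10 min. Normalized concentration-effect data fitted by four-parameter Hill equation.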
POLH inh – blocks human DNA polymerase eta activity | Q9Y253 | recombinant Pol eta, fluorescent DNA replication assay | Potency, µM (highest dose often 114 µM), inactives show at the top dose activity change, negative = inhibition, actives largely listed as inhibitors | 1.2% of 390,000 active; note: % is set by controls: 0 for no effect and ±100 for the full control effect
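Pol eta (10 nM) was preincubated with compounds for 15 min at room temperature, after which fluorescent replication substrate (50 nM final) was added to start the reaction. Fluorescence was read kinetically at 0 and 10 min.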
BAZ2B inh – inhibitors of human BAZ2B bromodomain; Q9UIF8; AlphaScreen BAZ2B-H3K14Ac peptide displacement; Potency, µM (top dose mostly 114 µM), for the others: at the top dose activity change, negative = inhibition, hits mostly inhibitors; 4.4% of 360,000 active; note: % is set by controls: 0 for no effect and ±100 for the full control effect; nearly all actives have a fitted effect of over 60% in size
Target sequence (Q9UIF8 whole entry, looked up): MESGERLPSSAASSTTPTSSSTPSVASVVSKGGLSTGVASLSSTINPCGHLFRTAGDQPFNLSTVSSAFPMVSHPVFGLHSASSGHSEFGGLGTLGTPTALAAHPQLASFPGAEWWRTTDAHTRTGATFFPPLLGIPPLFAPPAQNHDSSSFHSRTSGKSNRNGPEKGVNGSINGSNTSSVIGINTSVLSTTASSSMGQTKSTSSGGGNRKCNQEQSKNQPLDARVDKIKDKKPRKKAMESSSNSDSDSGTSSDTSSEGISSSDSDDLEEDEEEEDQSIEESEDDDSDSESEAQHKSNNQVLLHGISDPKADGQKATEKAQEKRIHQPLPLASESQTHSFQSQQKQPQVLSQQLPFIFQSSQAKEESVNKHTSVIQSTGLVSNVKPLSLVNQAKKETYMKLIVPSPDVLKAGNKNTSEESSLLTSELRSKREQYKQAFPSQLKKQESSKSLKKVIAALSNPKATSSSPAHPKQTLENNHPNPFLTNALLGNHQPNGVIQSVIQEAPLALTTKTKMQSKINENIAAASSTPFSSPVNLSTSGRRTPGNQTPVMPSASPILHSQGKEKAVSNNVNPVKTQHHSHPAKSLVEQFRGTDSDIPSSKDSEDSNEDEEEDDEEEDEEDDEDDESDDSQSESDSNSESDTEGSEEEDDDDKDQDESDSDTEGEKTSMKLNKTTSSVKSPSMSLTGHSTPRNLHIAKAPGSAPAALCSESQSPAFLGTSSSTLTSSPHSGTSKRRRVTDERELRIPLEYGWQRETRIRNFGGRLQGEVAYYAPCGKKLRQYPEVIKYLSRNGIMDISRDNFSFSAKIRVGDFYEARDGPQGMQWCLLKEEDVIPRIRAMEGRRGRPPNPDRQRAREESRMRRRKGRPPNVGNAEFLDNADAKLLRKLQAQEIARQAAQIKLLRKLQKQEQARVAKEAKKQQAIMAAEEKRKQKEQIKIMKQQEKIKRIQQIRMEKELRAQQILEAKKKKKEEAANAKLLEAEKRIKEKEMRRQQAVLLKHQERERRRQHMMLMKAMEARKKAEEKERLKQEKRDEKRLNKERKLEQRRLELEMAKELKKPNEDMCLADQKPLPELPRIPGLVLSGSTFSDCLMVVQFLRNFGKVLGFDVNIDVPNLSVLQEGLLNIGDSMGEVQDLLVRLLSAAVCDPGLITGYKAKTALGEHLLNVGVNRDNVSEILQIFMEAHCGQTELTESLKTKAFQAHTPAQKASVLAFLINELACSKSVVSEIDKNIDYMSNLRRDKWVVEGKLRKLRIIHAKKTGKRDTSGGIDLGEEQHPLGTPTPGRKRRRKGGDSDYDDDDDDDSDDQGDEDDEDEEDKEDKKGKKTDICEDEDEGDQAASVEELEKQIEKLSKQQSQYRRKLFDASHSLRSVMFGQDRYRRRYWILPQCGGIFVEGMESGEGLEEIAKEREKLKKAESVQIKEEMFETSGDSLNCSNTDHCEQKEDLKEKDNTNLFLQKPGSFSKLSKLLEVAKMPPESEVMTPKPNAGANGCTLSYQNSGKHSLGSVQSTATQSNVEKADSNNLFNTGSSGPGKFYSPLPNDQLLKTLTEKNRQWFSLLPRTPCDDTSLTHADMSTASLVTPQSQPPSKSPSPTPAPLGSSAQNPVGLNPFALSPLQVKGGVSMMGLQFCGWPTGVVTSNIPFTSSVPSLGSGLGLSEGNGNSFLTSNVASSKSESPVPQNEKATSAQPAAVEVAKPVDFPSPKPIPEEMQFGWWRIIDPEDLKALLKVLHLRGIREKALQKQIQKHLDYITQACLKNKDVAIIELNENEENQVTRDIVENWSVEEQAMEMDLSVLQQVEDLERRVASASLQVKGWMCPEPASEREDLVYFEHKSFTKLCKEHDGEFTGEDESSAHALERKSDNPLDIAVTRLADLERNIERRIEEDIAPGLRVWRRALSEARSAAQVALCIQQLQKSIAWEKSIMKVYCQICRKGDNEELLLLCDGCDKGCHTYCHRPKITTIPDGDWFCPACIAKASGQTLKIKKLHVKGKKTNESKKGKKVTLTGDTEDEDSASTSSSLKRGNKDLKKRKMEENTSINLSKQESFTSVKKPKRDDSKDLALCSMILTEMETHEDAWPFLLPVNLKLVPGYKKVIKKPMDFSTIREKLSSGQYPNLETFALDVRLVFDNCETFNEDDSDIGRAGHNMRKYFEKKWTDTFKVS
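AlphaScreen luminescence quantifies BAZ2B engagement of H3K14Ac peptide; the protein and biotinylated peptide are both at 50 nM final, buffer PBS pH 7.4 with 0.01% Tween-20, all steps at room temperature.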
BLM inh – Bloom syndrome helicase (human) inhibition. Potency, µM (doses to about 56.1 µM), inactives show at the highest dose activity change, negative = inhibition, most hits filed as inhibitors. recombinant BLM DNA unwinding, fluorescence dequenching. 0.2% of 350,000 active. AID 2528;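 note: plate controls were vehicle for no effect and no enzyme for full effect; nearly all actives have a fitted effect of over 35% in size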
G9a block – inhibitors of human histone lysine methyltransferase G9a | G9a H3K9 monomethylation, AlphaScreen, 2 h | Potency, µM (series often up to 102 µM), without a hit: at the highest dose activity, negative = inhibition, usual class: inhibitors | 8.8% of 350,000 active; note: % is set by controls: 0 for no effect and ±100 for the full control effect; nearly all actives have a fitted effect of over 75% in size
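G9a (20 nM) was preincubated 15 min with compound, then reacted 2 h at room temperature with 500 nM biotin-H3K9 peptide and 20 µM SAM. Monomethyl-H3K9 detected by AlphaScreen using anti-H3K9me1 antibody.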
Starred values were filed as active, the others as inactive; ? = inconclusive; . = no result given; & = joins results of further samples; [ ] = dose if it differs, or a comment. Calls come from the whole dose curve; as a rule, active = well fitted curve in the direction sought with a large enough effect; inconclusive = small, poorly fitted or top-dose-only effect, or another doubt; inactive = no such curve, though single readings can be large; an effect the other way counts as inactive or inconclusive. Potency is the fitted concentration of half-maximal effect. An excerpt; the hit share may differ from the screen's.

Order of values – POLH inh | BAZ2B inh | POLI inh | POLB inh | G9a block | JMJD2A Tudor inh | POLK inh | BLM inh | APE1 inh
CC(C)[C@H](NC(=O)c1ccccc1)C(=O)OCC(=O)N1CCCCCC1
 : -21% | -2% | 9% | 3% | -2%[59 µM] | -1% | -2% | -1% | -4%
Cc1[nH]c(=O)c(C#N)c(C)c1CSc1ncccn1
 : 3% | . | 108%[activator] | . | . | -6% | -20% | . | .
COC(=O)c1cn(NC(=O)c2cccc(F)c2)c(=O)c2ccccc12
 : -1% | 6% | 9% | -1% | 8% | -11%[57.1 µM] | 0% | 0% | 4%
CCN1CCN(c2ccc(S(=O)(=O)N3CCOCC3)cc2NC(=O)/C=C/c2ccc(OC)c(OC)c2)CC1
 : -20% | 6% | 27% | . | 14µM* | -20% | -1% | . | -9%
Cc1nn(-c2ccccc2)c(N)c1N=Nc1ccccc1
 : -28% | 32µM* | 10% | 12% | 45µM* | 56µM* | -22% | -10% | 8%
CCC(C)NC(=S)N1CCN(C)CC1 (stereo unspecified)
 : -11% | -25% | 98%[activator] | -17% | 40µM* | ? | -6% | -6% | 0%
CC(C)CN1CCC(=O)N(CCN=[N+]=[N-])CC1
 : -5% | 1%[57.1 µM] | -17%&3% | 13% | -10% | 6% | 10%&19% | 1% | 64%[activator]
O=C(CN1C(=O)CSC1=O)c1ccccc1
 : -6% | -5% | -11% | 25% | ? | -4% | 5% | -3% | 15%
O=C(NCCc1c[nH]c2ccccc12)C1CCN(c2nnc(N3CCCC3=O)s2)CC1
 : 0% | 1% | 16% | 18% | -4% | -22% | -9% | -2% | -4%
O=C(CSc1nnc2ccc3ccccc3n12)N1CCOCC1
 : -16% | 12% | -25% | 4% | 4%[59 µM] | -6% | -2% | 7% | ?
CC(C)(C)c1ccccc1OCC(=O)NCCCn1ccnc1
 : -20% | -14% | 175%[activator] | 37% | 5% | -6% | -2% | -1% | 10%
O=S1(=O)CC2SC(=S)N(c3ccccc3)C2C1 (stereo unspecified)
 : 5% | 8% | -11% | 8% | . | -13% | 8% | -2% | -2%
COC(=O)c1cccc(CSc2nc3ccccc3[nH]2)c1
 : -4% | 5% | 6% | 30% | 13% | -5% | -6% | 2% | 18%
O=c1c2ccccc2nc(SCc2ccccc2)n1CC1CCCO1 (stereo unspecified)
 : ? | 44%[activator] | 2% | -1% | -12%[12.7 µM] | 7%[11.4 µM] | -10% | -13% | 0%
CCCSc1ncc(Cl)c(C(=O)Nc2c(C(=O)c3ccc(F)cc3)oc3ccccc23)n1
 : . | 0% | -2% | -4% | -2%[59 µM] | -19% | -23% | 2% | .
O=C(O)c1ccc(NC(=O)c2ccco2)c(NC(=O)c2ccco2)c1
 : -6% | 1% | 12% | 1% | ? | -1% | -12% | -2% | 13%
COCCCNc1ccc([N+](=O)[O-])cc1C(=O)Nc1cccc(C)n1
 : -12% | -35% | 161%[activator] | 6% | -27% | -23% | -1% | 0% | -8%
Cc1ccc(NC(=O)CCn2nnc3ccccc32)cc1
 : -6% | -7% | . | -6% | . | -16% | -4% | 1% | 4%
O=C(c1cc(Cl)ccc1O)N1CCN(S(=O)(=O)c2cccs2)CC1
 : -26% | 10% | 20% | . | 0% | -6% | -9% | . | 6%
COc1ccc(-c2nn(-c3ccccc3)cc2/C=C/C(=O)OCC(=O)Nc2cccc(C#N)c2)cc1
 : -13% | -4% | 0% | 13% | -3% | -19% | 3% | 0% | -1%
Cc1ccccc1-n1nnnc1Sc1nnnn1-c1ccccc1
 : -14% | 3% | -8% | 1% | -2%[59 µM] | -3% | -4% | -4% | -3%
COc1ccc(C/C(C)=N/NC(=O)C2COc3ccccc3O2)cc1 (stereo unspecified)
 : -4% | -3% | -20% | 2% | 31%[activator] | -13% | -1%[60.1 µM] | -7% | -8%
CC(C)CCn1c(=O)c2sccc2n2c(CCCC(=O)NC3CCC(C)CC3)nnc12 (stereo unspecified)
 : -6% | -16% | 27% | 8% | -27%[59 µM] | -13% | -6% | -6% | .
Cn1c(=O)c2c(nc(NCCNC(=O)c3ccco3)n2Cc2ccccc2F)n(C)c1=O
 : -8% | 6% | 79%[activator] | 1% | 41% | 8% | -12% | -1% | 4%
O=C(NCC1CC1)Nc1cccc(C(F)(F)F)c1
 : -11% | 3% | 20% | 20% | 4%[0.501 µM] | 4% | 9% | -6% | ?
CC1CCN(C(=O)c2ccc(N3CCOCC3)c([N+](=O)[O-])c2)CC1
 : -7% | . | -15% | . | . | -2% | 5% | . | -6%
O=C(O)Cc1sc(-c2cccnc2)nc1-c1ccc(Br)cc1
 : -17% | -32% | ? | ? | -16%[59 µM] | -10% | 0% | -3% | 1%
CCN(CC)c1ccc(NC(=O)Cn2cc3c(n2)CCC(C)C3)c(C)c1 (stereo unspecified)
 : -9% | ? | 9% | 2% | 4.5µM* | ? | 9% | -8% | 1%
CCOc1ccccc1-n1nnnc1SCc1nc2ccccc2s1
 : -18% | -3% | 14% | -2% | 23%[12.7 µM] | -5% | -11% | -7% | -3%
COc1ccccc1N1CCN(c2nc3ccccn3c(=O)c2C=O)CC1
 : -18% | 5% | 65%[activator] | 1% | -4%[59 µM] | -29% | -5% | -2% | -3%

Reprinted at random: two records from the list, in no set order.
Order of values – POLH inh | BAZ2B inh | POLI inh | POLB inh | G9a block | JMJD2A Tudor inh | POLK inh | BLM inh | APE1 inh
Cc1ccccc1-n1nnnc1Sc1nnnn1-c1ccccc1
 : -14% | 3% | -8% | 1% | -2%[59 µM] | -3% | -4% | -4% | -3%
COC(=O)c1cccc(CSc2nc3ccccc3[nH]2)c1
 : -4% | 5% | 6% | 30% | 13% | -5% | -6% | 2% | 18%

Ordered by molecular weight (descending): part of the list above.
Order of values – POLH inh | BAZ2B inh | POLI inh | POLB inh | G9a block | JMJD2A Tudor inh | POLK inh | BLM inh | APE1 inh
O=C(O)Cc1sc(-c2cccnc2)nc1-c1ccc(Br)cc1
 : -17% | -32% | ? | ? | -16%[59 µM] | -10% | 0% | -3% | 1%
O=C(O)c1ccc(NC(=O)c2ccco2)c(NC(=O)c2ccco2)c1
 : -6% | 1% | 12% | 1% | ? | -1% | -12% | -2% | 13%
COC(=O)c1cccc(CSc2nc3ccccc3[nH]2)c1
 : -4% | 5% | 6% | 30% | 13% | -5% | -6% | 2% | 18%

Further records.
Order of values – POLH inh | BAZ2B inh | POLI inh | POLB inh | G9a block | JMJD2A Tudor inh | POLK inh | BLM inh | APE1 inh
Cn1c(CC(=O)Nc2ccc(Cl)c(Cl)c2)n[nH]c1=S
 : -6% | -2% | -12% | 5% | 14µM* | -11% | -14% | -3% | 19%
COC(=O)c1cc(S(=O)(=O)NCc2ccc(F)cc2)cn1C
 : -11% | -21% | 31%[activator] | -22% | 26% | -2% | -2% | 0% | 10%
CC(C)(C)S(=O)(=O)c1cnc(N2CCCC2)nc1N
 : -14% | 38%[activator] | -12%[58.9 µM] | 2% | 17% | 2% | -6% | 1% | 0%
Cc1ccc(CNC(=O)c2nc(SCc3ccc(F)cc3)ncc2Cl)cc1
 : -6% | 1% | 11% | 21% | 9%[59 µM] | -14% | -22% | 1% | .
CCOC(=O)c1nnc(-c2ccc(C)cc2)nc1N1CCSCC1
 : -3% | -38% | 51%[activator] | -9% | ? | -30% | -17% | -7% | -7%
O=C(Sc1nnc(-c2ccccc2)o1)N1c2ccccc2Sc2ccccc21
 : -21% | ? | 17% | -1% | 8.9µM* | 50µM* | -13% | -8% | 3%
Oc1cccc(Nc2ccccc2)c1
 : -11% | ? | -9% | . | -4%[0.501 µM] | -31% | 1% | . | -6%&-4%
C/C(=N\NC(=O)c1cccc2ccccc12)c1ccccn1
 : -12% | 16µM* | 69%[activator] | ? | . | 56µM* | -1% | 1% | -6%
CCc1cc2c(-c3ccccc3)cc(=O)oc2cc1OCC(=O)NCC1CCC(C(=O)O)CC1 (stereo unspecified)
 : -3% | -25% | -3% | 21% | -5% | -16% | -15% | -1% | 60%[activator]
COc1ccc(C(=O)c2coc(-c3ccccc3C(=O)O)c2C(=O)O)cc1
 : -9% | 2% | 6% | 12% | 14%[59 µM] | -18% | -7% | 0% | 5%
CCC(=O)N1CCc2cc(Br)cc(S(=O)(=O)CCC(=O)N3CCN(c4ccccc4F)CC3)c21
 : -1% | -6% | 1% | -10% | -3%[59 µM] | -25% | -14% | -3% | .
CCOCCn1c(N2CCN(c3ccc(OC)cc3)CC2)nc2c1c(=O)n(C)c(=O)n2C
 : -11% | 4% | 9% | 26% | 22%[59 µM] | -13% | -3% | -4% | 17%
O=C(CC1(O)C(=O)Nc2cc(Cl)cc(Cl)c21)c1ccccc1O (stereo unspecified)
 : -7% | 0% | 4% | -17% | -11%[59 µM] | -17% | -25% | -5% | 2%
CN(C(=O)c1ccc(NC(=O)C2CC=CCC2C(=O)O)cc1)c1ccccc1 (stereo unspecified)
 : -3% | -2% | 7% | 17% | 5%[12.7 µM] | -8% | -1% | 1% | 13%
O=C(COC(=O)c1nc(Cl)ccc1Cl)NNC(=O)c1cccs1
 : -3% | 5% | 24% | . | -12%[2.33 µM] | -6% | 0% | . | -2%
Cc1ccc2c(c1)C(O)(CC(=O)c1cccnc1)C(=O)N2 (stereo unspecified)
 : -13% | 7% | -5% | -26% | -8%[12.7 µM] | -5% | -21% | -2% | -1%
CN(C)CCCNC(=O)C(=O)NCC1OCCN1S(=O)(=O)c1cc(F)ccc1F (stereo unspecified)
 : 4% | . | 30%[activator] | . | . | 1% | -2% | . | .
CCOC(=O)/C=C1\SCC(=O)N1CC(=O)NC(c1ccccc1)c1ccccc1
 : -16% | 5% | 17% | 2% | -13%[59 µM] | -18% | -3% | -5% | 0%
CSc1ccc(CNC(=O)c2sc3ncnc(N(C)C4CCCCC4)c3c2C)cc1
 : -23% | -5% | -7% | -12% | 1%[59 µM] | -24% | -9%[60.1 µM] | -8% | .
Cc1c(Cl)cccc1NC(=O)Nc1cc(C(C)(C)C)on1
 : -5% | -3% | -22% | 3% | 13% | -12% | -14% | -9% | 54%
CCn1c(SCC(=O)NC2CCCc3ccccc32)nnc1-c1cccs1 (stereo unspecified)
 : ? | -12% | ? | ? | 6%[12.7 µM] | -27% | -9% | -4% | 3%
Cc1nnc(SCc2cc(=O)[nH]c(=S)[nH]2)s1
 : 8% | ? | -16% | 11% | 28µM* | ? | -25% | -1% | 1%
CCn1nnnc1-c1ccc(OC)c(S(=O)(=O)Nc2ccc(C)c(C)c2)c1
 : -13% | 35%[activator] | 23% | 11% | ? | -7% | -14% | 1% | -2%
COc1cccc(C2=NN(C(=O)c3ccc(C)o3)C(O)(C(F)(F)F)C2)c1 (stereo unspecified)
 : -9% | -1% | 84%[activator] | 0% | 24% | -3% | -18% | -12% | -2%
